Screening results from PubChem.
Cav32 inh: blocks human Cav3.2 T-type calcium channel; O95180; Cav3.2-expressing cells, Fluo-4 calcium fluorescence FDSS; active compounds read low; B-score at 10 µM; 100,000 compounds, 4% hits;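 active means single-dose well whose peak fluorescence ratio is a statistical outlier from its plate by either plate-standardised score or position-corrected B-score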
Target sequence (O95180 whole entry, looked up): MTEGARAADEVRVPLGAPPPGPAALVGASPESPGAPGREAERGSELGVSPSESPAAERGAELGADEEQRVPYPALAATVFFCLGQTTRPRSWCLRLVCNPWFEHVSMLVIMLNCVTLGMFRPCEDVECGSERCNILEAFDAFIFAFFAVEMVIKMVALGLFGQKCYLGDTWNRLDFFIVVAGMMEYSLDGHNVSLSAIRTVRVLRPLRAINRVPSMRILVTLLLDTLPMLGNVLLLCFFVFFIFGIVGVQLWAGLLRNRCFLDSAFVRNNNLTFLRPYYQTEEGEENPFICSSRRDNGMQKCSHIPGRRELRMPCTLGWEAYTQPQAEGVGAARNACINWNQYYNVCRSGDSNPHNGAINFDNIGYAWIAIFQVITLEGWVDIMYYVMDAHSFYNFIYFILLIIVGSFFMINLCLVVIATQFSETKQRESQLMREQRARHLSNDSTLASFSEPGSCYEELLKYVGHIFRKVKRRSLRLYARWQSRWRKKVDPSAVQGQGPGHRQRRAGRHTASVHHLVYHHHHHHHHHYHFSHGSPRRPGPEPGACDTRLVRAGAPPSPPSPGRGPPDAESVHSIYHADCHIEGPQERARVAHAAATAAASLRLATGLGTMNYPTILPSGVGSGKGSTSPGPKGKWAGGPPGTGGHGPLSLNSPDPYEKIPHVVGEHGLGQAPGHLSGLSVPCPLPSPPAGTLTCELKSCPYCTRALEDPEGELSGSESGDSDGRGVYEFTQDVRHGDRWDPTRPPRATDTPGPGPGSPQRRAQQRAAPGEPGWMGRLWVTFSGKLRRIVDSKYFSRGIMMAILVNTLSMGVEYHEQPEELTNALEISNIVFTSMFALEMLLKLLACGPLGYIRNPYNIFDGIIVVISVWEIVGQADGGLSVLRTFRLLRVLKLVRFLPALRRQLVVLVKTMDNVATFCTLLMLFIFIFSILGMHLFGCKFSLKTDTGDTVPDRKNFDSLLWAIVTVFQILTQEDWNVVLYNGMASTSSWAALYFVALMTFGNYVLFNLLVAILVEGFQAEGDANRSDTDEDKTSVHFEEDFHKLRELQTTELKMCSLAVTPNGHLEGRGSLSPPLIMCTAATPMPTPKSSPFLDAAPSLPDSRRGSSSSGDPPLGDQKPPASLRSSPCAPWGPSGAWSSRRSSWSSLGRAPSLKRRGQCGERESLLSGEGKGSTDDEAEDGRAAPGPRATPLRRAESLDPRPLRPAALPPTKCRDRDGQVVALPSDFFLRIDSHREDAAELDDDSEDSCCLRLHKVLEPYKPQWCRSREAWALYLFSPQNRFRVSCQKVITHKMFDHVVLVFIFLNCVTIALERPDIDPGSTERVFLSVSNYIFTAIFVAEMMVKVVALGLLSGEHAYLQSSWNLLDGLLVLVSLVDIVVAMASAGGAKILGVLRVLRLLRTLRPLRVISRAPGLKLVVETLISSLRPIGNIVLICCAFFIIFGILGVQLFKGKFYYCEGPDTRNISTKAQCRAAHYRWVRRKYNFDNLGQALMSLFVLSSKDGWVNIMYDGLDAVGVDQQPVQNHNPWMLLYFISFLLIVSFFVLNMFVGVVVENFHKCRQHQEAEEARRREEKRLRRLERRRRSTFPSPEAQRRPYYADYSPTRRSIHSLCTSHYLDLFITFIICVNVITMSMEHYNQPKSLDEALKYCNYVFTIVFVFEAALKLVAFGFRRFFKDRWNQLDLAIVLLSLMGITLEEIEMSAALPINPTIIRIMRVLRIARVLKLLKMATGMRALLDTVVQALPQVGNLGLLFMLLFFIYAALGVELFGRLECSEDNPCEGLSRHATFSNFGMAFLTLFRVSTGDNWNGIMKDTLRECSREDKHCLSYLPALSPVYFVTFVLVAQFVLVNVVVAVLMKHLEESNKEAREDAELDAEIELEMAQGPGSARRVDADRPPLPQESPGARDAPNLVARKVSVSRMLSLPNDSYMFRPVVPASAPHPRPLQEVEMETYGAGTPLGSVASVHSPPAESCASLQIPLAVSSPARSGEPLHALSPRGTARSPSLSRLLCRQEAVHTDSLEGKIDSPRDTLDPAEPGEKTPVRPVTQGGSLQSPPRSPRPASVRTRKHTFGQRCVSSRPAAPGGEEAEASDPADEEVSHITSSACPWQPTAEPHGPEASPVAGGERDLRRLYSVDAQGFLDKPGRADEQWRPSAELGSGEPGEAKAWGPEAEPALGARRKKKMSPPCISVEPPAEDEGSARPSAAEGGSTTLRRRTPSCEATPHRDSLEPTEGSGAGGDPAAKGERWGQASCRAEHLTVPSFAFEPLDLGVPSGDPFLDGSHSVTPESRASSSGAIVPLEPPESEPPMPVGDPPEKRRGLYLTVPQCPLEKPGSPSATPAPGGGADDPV
* marks the source's active call; other numbers are inactive results; & = joins results of further samples.

SMILES	Cav32 inh
CCOC1(OCC)N=C(N)C2(C#N)C(c3ccc(NC(C)=O)cc3)C12C#N (stereo unspecified)	0.9
CC(C)(C)c1[nH]c2ccccc2c1/C=N/O	-0.31
COc1ccccc1-c1nc(C#N)c(N2CCN(C(c3ccccc3)c3ccccc3)CC2)o1	0.079
CN(C)CCN(Cc1ccccc1)c1nccc(N(C)C)c1C#N	0.53
O=C(CSc1nnc(CNc2ccc(F)cc2)n1CC1CCCO1)Nc1ccccc1 (stereo unspecified)	-1.9
N#Cc1ccc(-c2ccco2)nc1SCC(=O)c1ccc(Cl)cc1	-1.6
CS(=O)(=O)N1CCN(c2ccc(NC(=O)c3ccc(-c4ccc(Cl)cc4)o3)cc2)CC1	0.0093
O=C(NCc1cccs1)C1CCC(CNS(=O)(=O)c2cccs2)CC1 (stereo unspecified)	0.038
O=C(CCCn1c(=O)[nH]c2ccccc2c1=O)NC1CCCCCC1	0.36
COc1ccc(-c2ccc(C3C(C#N)=C(N)Oc4n[nH]c(C)c43)o2)cc1 (stereo unspecified)	0.26
O=C(Nc1nnc(C23CC4CC(CC(C4)C2)C3)s1)c1ccco1	1.3
O=C(Nc1cccc(Cl)c1)N(CCN1CCOCC1)Cc1ccccc1F	-0.46
Cc1sc(NC(=O)c2ccco2)c(C(c2cccnc2)N2CCN(C)CC2)c1C (stereo unspecified)	1.1
COc1ccc(NC(=O)CSc2nnc(-c3ccccc3C)n2N)cc1OC	1
CCN1C(=O)C2C(c3ccccc3F)NC(Cc3ccc(O)cc3)(C(=O)OC)C2C1=O (stereo unspecified)	1.4
COc1cccc(NC(=O)Cn2nnc(C(=O)Nc3ccccc3)c2N)c1	-0.2
CCOc1ccc(C2=Cc3cc(OC)c(OC)cc3C(=C(Cl)Cl)O2)cc1	0.025
CCCCOC(=O)C1Cc2ccccc2C(=O)O1 (stereo unspecified)	-0.035
Cn1cccc1C(=O)OCC(=O)Nc1cc(C(C)(C)C)nn1-c1ccccc1	-0.47
O=C(c1ccccc1)N1CCC(c2nc(-c3ccc(S(=O)(=O)NCC4CCCO4)cc3)no2)CC1 (stereo unspecified)	0.85
Cc1c([C@H]2[C@@H](CC#N)C2(C)C)c2ccccc2n1C	-0.75
CC(=O)NC1=NC(=O)/C(=C/N2CCCCC2)S1	0.13
Cc1nn(Cc2ccc(F)cc2)c(C)c1NC(=O)c1noc2c1CCCCC2	-0.58
Cc1cc(C)c(C)c(S(=O)(=O)Nc2ccccc2C(=O)NCCCn2ccnc2)c1C	-0.4
CCOc1ccc2nc(NC(=S)N(C)C)sc2c1	-0.41
O=C(/C=C/c1ccc2c(c1)OCO2)NCCSCc1ccc(Cl)cc1	-1.8
COC(=O)C1CCN(C(=O)CCCOc2ccccc2)CC1	0.26
COc1ccc(/C(N)=N/OC(=O)CSc2ccc(C)cc2)cc1OC	-0.76
COc1ccc(C2C(C(=O)Nc3ccc(F)cc3)=C(C)Nc3nc(CCCO)nn32)cc1 (stereo unspecified)	1.4
CCOC(=O)C(NCc1ccc2c(c1)OCO2)(NC(=O)CC)C(F)(F)F (stereo unspecified)	-0.0099
CC1CCCN(C(=O)Cn2c(-c3nonc3N)nc3ccccc32)C1 (stereo unspecified)	0.38
CS(=O)(=O)c1cc([N+](=O)[O-])c(Sc2nc3ccccc3[nH]2)c([N+](=O)[O-])c1	0.41
CS(=O)(=O)NCCSCc1c(Cl)cccc1Cl	-0.65
CCCCSc1c(C)c2cc3c(cc2[nH]c1=O)OCO3	1.1
c1ccc2cc(Sc3ncnc4c3oc3ccccc34)ccc2c1	-0.5
Cc1nc2ccccc2c(=O)n1NC(=O)c1ccc(F)cc1Cl	0.061
CCN(CC)S(=O)(=O)c1cccc(C(=O)N[C@H](C(=O)O)C(C)C)c1	0.3
Cc1ccc(S(=O)(=O)NC(=O)c2ccc(-c3ccc(-c4ccccc4)cc3)o2)c(C)c1	-4.3*
O=C(O)c1cc2c([nH]c1=O)CCCC2	-0.38
CCOC(=O)CSc1ncc(OC)c(Sc2ccc(Cl)cc2)n1	-11*
COC(=O)c1c(NC(=O)c2ccco2)sc(C)c1C	-0.5
Cc1ccc(S(=O)(=O)NNc2ccccc2)cc1	-0.15
Cc1ccccc1OCC(=O)N1N=C(C(F)(F)F)CC1(O)C(C)(C)C (stereo unspecified)	-8.2*
Cc1nnc(-c2cccc(Br)c2)c2cn(-c3ccccc3Cl)nc12	-1.1
Cc1cccc2cc(CN(Cc3cccs3)C(c3nnnn3C3CCCC3)C(C)C)c(=O)[nH]c12 (stereo unspecified)	-3.4
Cc1ccc(S(=O)(=O)N2CCCC(C(=O)O)C2)s1 (stereo unspecified)	0.53
O=C(CSc1nnc(CN2CCOCC2)n1-c1ccccc1)Nc1ccc(Cl)cc1	0.0065
Oc1ccc(C=NCC2COc3ccccc3O2)cc1 (stereo unspecified)	0.51
COc1ccccc1N1CCN(C(c2ccc(Cl)cc2)c2nnnn2C(C)(C)C)CC1 (stereo unspecified)	-3.8
CCNC(=S)NCc1ccc(Cl)cc1	-0.065
COc1cc(C2C3C(=O)N(Cc4ccccc4)C(=O)C3ON2c2ccccc2)cc(OC)c1OC (stereo unspecified)	-3.4
Cc1ccc(N(CC(=O)NCc2ccccc2Cl)S(=O)(=O)c2cccs2)cc1	-1.5
Cc1cc(C)c(NC(=O)C(C)c2cccc(C(=O)c3ccccc3)c2)c(C)c1 (stereo unspecified)	-5.5*
Cn1cccc1Cc1nnc(SCC(=O)Nc2cccc(Cl)c2)n1-c1ccc(F)cc1	-10*
COc1ccc2c(c1)sc1nc(-c3ccccc3)cn12	-2.2
CCC(C)NS(=O)(=O)c1ccc(OCC(=O)N2CCCC2)cc1 (stereo unspecified)	-0.12
CC(=O)c1ccc(OCC(O)CN2CCN(Cc3ccc4c(c3)OCO4)CC2)cc1 (stereo unspecified)	-0.14&0.3
CC(C)(C)NC(=O)CSc1n[nH]c(=O)n1-c1ccccc1	0.078
COc1ccc(OC)c(N2C(=O)CC(Cc3cc(C)cc(C)c3)C2=O)c1 (stereo unspecified)	0.21
CN(C)c1nccc(N(Cc2ccccc2)Cc2ccccc2)c1C#N	-5.7*

Exported with bars between the fields: entries from further up.
Molecule | Cav32 inh
CC(=O)c1ccc(OCC(O)CN2CCN(Cc3ccc4c(c3)OCO4)CC2)cc1 (stereo unspecified) | -0.14&0.3
Cc1ccc(S(=O)(=O)N2CCCC(C(=O)O)C2)s1 (stereo unspecified) | 0.53
Cn1cccc1Cc1nnc(SCC(=O)Nc2cccc(Cl)c2)n1-c1ccc(F)cc1 | -10*
COc1ccccc1N1CCN(C(c2ccc(Cl)cc2)c2nnnn2C(C)(C)C)CC1 (stereo unspecified) | -3.8

The results go on:
SMILES	Cav32 inh
O=C(Nc1ccc(F)cc1)c1sc2cc(C(F)(F)F)cnc2c1-c1cccs1	-0.75
Cc1ccc2nc(Nc3nc(C)cc(C(F)(F)F)n3)nc(C)c2c1	0.083
COc1cc2cc(Oc3ccc4ccc(=O)oc4c3)c(=O)oc2cc1O	0.66
CC(C)[C@H](NC(=O)Nc1cccc(C(F)(F)F)c1)C(=O)O	-0.49
CCCNC(=O)NC(=O)CSc1ccc2c(c1)OCCO2	-0.028
COc1cc(-c2noc(CCCC(=O)NCc3ccco3)n2)cc(OC)c1OC	0.64
CCc1cc2c(cc3c(=O)n(CC(=O)NCCCN4CC(C)CC(C)C4)ncn32)s1 (stereo unspecified)	-0.21
CC1(C2CC2)NC(=O)NC1=O (stereo unspecified)	0.015
CCCCCC(=O)NC(NC(=S)NC1CCS(=O)(=O)C1)C(Cl)(Cl)Cl (stereo unspecified)	1.6
Fc1ccc(-c2ccnc3nc(N4CCN(c5ccccc5)CC4)nn23)cc1	-0.89
CCSc1ncc(Cl)c(C(=O)Nc2sc3c(c2C(=O)NCc2cccnc2)CCCC3)n1	0.21
COc1cccc(-c2ccc(=O)n(CC(=O)Nc3cc4c(cc3NC(C)=O)OCCO4)n2)c1	0.8
C=CCN(C(=O)Nc1ccc(F)cc1)C1CC(=O)N(c2ccc(OC)cc2)C1=O (stereo unspecified)	-0.44
CCC(=O)N1c2ccccc2-c2nnc(SC)nc2OC1c1ccc(N(C)C)cc1 (stereo unspecified)	0.042
O=C(Nc1ccc(F)cc1)C1CCN(c2nnnn2-c2ccccc2)CC1	2
COc1ccc(C(=O)OCCN2C(=O)c3ccccc3C2=O)cc1	0.26
COC(=O)c1cn(NC(=O)c2cccc(OC)c2)c(=O)c2ccccc12	-0.0038
CCc1ccc(N2CC(C(=O)Nc3cc(C)ccc3F)CC2=O)cc1 (stereo unspecified)	-0.17
O=C(O)c1ccc2c(c1)OCCO2	0.19
Cc1c(NC(=O)C(C)Sc2nc3ccccc3c(=O)n2CCO)c(=O)n(-c2ccccc2)n1C (stereo unspecified)	-0.14
CC(=O)c1ccc(N2C(=NC(=O)C(C)C)SC3CS(=O)(=O)CC32)cc1 (stereo unspecified)	0.023
COc1ccccc1NC(=O)c1ccc(C)s1	-0.085
Cc1onc(C(=O)/C=C/N(C)C)c1C(=O)Nc1nccs1	0.51
Cn1cc(Cl)c(-c2nc3ccccc3[nH]2)n1	0.67
Cc1ccc(OCC(=O)NNC(=O)C2CCN(c3nc(C)cc(C)n3)CC2)cc1	-0.2
COc1ccc(OC)c(/C=N/c2oc(-c3ccco3)c(-c3ccco3)c2C#N)c1	-0.74
COCCn1c(SCC(=O)c2ccc3c(c2)OCCO3)nnc1-c1ccco1	0.87
CCOc1ccc(C(=O)NC(=S)N(Cc2ccccc2)Cc2ccccc2)cc1	-4.6*
Cc1ccc(N(Cc2cc3ccccc3[nH]c2=O)C(=O)c2ccco2)c(C)c1	-2.1
COc1ccc(OC)c(NC(=O)Nc2cccc(Cn3cccn3)c2)c1	-1.3
Cc1ccc(C)c(C(=O)n2cnnc2N)c1	0.23
C/C(Cl)=C\Cn1c(=O)c2c(nc3n2CCS3)n(C)c1=O	0.31
CCn1nnc(NC(=O)c2ccc(C(C)(C)C)cc2)n1	0.084
CC1=Nc2ccccc2/C1=C\c1nc(-c2ccc(F)cc2)oc1O	0.89
O=C(O)C1C2C=CC(O2)C1C(=O)NCCCn1ccnc1 (stereo unspecified)	0.38
O=C(O)CCC(=O)Nc1ccc(Cc2ccc(NC(=O)CCC(=O)O)cc2)cc1	-0.16
CCCC(C(=O)OCC)P(=O)(c1ccccc1)c1ccccc1 (stereo unspecified)	-4.3
COc1ccc(Nc2nc(N)nc(CN(C)C3CCCCC3)n2)cc1	0.65
COc1ccccc1NCCC(=O)OCC(=O)Nc1ccc(Cl)cn1	-0.97
Cc1nc(N(C)C)ncc1C(=O)O	0.46
O=c1[nH]c(-c2ccncc2)nc2ccccc12	0.41
CCN(CC)CC#CC(C)OCOCC#CCOC (stereo unspecified)	0.24
Cc1nc2cc(CC(=O)O)ccc2o1	0.83
Cc1c(C(=O)Nc2ccc(OCc3ccccc3)cc2)cccc1[N+](=O)[O-]	0.018
CC1CCc2c(C(=O)NCCCN3CCOCC3)csc2C1 (stereo unspecified)	0.32
NC(=O)C1=C[C@H](c2csc3ccccc23)C[C@H](OCc2ccc(CO)cc2)O1	0.0074
CC(=O)C(=Nc1ccccc1Cl)NNc1ccc(Cl)cc1	-1.8
CC(=O)Nc1ccc(-c2cn3ccsc3n2)cc1	0.87
O=C(CN1CCCC1)NCC12CC3CC(CC(C3)C1)C2	0.18
COc1ccc(C(OC(=O)c2c(C)noc2C)C(=O)NC2CCCC2)cc1 (stereo unspecified)	0.99
CCO[C@@H]1OC(C(=O)N2CCN(Cc3ccc4c(c3)OCO4)CC2)=C[C@H](c2ccc3c(c2)OCO3)[C@H]1CCCO	1.1
Cc1cc(C)nc(NC(=O)CSc2nnnn2-c2ccccc2)n1	0.62
c1ccc(OCc2nnc3sc(-c4cccs4)nn23)cc1	-1
COC(=O)CSc1nc2ccc(C)cc2[nH]1	0.88
COc1ccccc1-n1c(SCC(=O)Nc2cccc3ccccc23)nc(O)cc1=O	0.018
Cc1noc(C)c1S(=O)(=O)Nc1ccc(C(=O)N2CCc3ccccc3C2)cc1	0.12
O=C(c1ccccc1)c1nnc(-c2ccccc2F)o1	0.024
CSc1nsc(SCC(=O)N2CCc3ccccc32)n1	-4.3
CCCCc1nc2n[nH]c(N)c2c2c1CSC(C)(C)C2	0.79
COc1nc2c(C)cccc2cc1-c1noc(-c2ccco2)n1	-0.29

Reformatted as comma-separated lines: 7 of the compounds above
molecule,Cav32 inh
CCO[C@@H]1OC(C(=O)N2CCN(Cc3ccc4c(c3)OCO4)CC2)=C[C@H](c2ccc3c(c2)OCO3)[C@H]1CCCO,1.1
Cc1cc(C)nc(NC(=O)CSc2nnnn2-c2ccccc2)n1,0.62
c1ccc(OCc2nnc3sc(-c4cccs4)nn23)cc1,-1
COC(=O)CSc1nc2ccc(C)cc2[nH]1,0.88
COc1ccccc1-n1c(SCC(=O)Nc2cccc3ccccc23)nc(O)cc1=O,0.018
Cc1noc(C)c1S(=O)(=O)Nc1ccc(C(=O)N2CCc3ccccc3C2)cc1,0.12
O=C(c1ccccc1)c1nnc(-c2ccccc2F)o1,0.024

Fetched one by one from the list above, 6 records:
SMILES	Cav32 inh
O=C(CN1CCCC1)NCC12CC3CC(CC(C3)C1)C2	0.18
c1ccc(OCc2nnc3sc(-c4cccs4)nn23)cc1	-1
COc1ccccc1-n1c(SCC(=O)Nc2cccc3ccccc23)nc(O)cc1=O	0.018
O=C(c1ccccc1)c1nnc(-c2ccccc2F)o1	0.024
Cc1noc(C)c1S(=O)(=O)Nc1ccc(C(=O)N2CCc3ccccc3C2)cc1	0.12
CSc1nsc(SCC(=O)N2CCc3ccccc32)n1	-4.3

Next results follow:
SMILES	Cav32 inh
Cc1cc(C)c2c(N)c(C(=O)NCc3ccco3)sc2n1	-0.0095
Cc1ccc(C)c(S(=O)(=O)Nc2ccc3scnc3c2)c1	-4.6*
CC(=O)N1[C@H](C)C=C[C@]1(Cc1ccccc1)C(=O)O	0.59
COc1ccc(-n2c(-c3cccc(C)c3[N+](=O)[O-])n[nH]c2=S)cc1	0.75
Cc1c(NC(=O)c2cc3ccccc3c(=O)s2)c(=O)n(-c2ccccc2)n1C	0.031
CCCCOc1ccc(S(=O)(=O)NNC(=O)C2Cc3c(ccc4ccccc34)O2)cc1 (stereo unspecified)	-1.5
CCOC(=O)N1CCC(n2c(SCC(=O)Nc3ccccc3OC)nc3ccccc3c2=O)CC1	-3
COc1cccc(/C=N/Nc2snc(SC)c2C#N)c1	-0.38
O=C(CCCN1C(=O)c2ccccc2C1=O)NCc1cccnc1	-0.077

Not all compounds are listed (hit frequency here may not be typical).
